High-throughput results from PubChem BioAssay.
PTHR1 ag: agonists of human PTHR1 parathyroid hormone receptor; HEK293 GP2 PTHR1 cells, GloSensor cAMP luminescence, 1 h; 410,000 tested, 0.075% active; Q03431; AID 743266; Potency, µM (highest dose often 115 µM), for inactives: at the highest dose activation, usual class: activators; further: potency means the concentration at half of the fitted maximal effect; nearly all actives have a fitted effect of over 55% in size; some results filed as inactive show a strong effect at the top dose; inactives centre near -15; many of its hits are not listed in these tables
Target sequence (Q03431 whole entry, looked up): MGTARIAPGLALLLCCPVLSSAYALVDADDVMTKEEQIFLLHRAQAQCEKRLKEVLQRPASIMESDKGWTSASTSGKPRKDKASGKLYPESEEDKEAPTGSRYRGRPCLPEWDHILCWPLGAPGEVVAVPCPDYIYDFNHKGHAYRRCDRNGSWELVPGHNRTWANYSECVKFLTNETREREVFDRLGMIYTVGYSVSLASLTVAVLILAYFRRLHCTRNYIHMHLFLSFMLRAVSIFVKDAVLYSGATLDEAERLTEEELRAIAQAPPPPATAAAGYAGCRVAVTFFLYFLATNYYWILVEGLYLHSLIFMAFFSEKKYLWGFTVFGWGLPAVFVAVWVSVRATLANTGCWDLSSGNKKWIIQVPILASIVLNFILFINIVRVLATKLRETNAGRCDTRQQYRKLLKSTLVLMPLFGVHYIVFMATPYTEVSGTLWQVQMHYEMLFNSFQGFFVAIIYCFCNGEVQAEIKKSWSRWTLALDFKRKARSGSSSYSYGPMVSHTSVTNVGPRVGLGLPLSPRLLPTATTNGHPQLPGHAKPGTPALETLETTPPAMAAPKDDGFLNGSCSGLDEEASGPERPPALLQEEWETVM
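HEK-293-derived GP2 cells expressing PTHR1 and a GloSensor cAMP reporter, 3,000/well, plated overnight, given luciferin plus IBMX (each 0.5 mM as added) for 1 h at 37 °C, then compound for 1 h at 37 °C. Luminescence was read after 15 min at room temperature.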
Akt phos inh: inhibitors of Akt phosphorylation; Neuro2A IGF-stimulated pAkt S473 HTRF, 20 min; active compounds read low; activity change, % for hits at 50 µM; 360,000 tested, 0.32% active; in the data active means activity change below about -80%; inconclusive means mostly about -51% to -80%; further: on the % scale 0 is the no-effect control and ±100 the full control effect
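Neuro2A cells (4,500/well, DMEM with 0.5% FBS) were treated with compound at a single 50 µM final concentration, stimulated with 6 nM IGF for 20 min at 37 °C, and lysed. Phospho-Akt Ser473 was read by HTRF as 665/615 ratio ×10^4.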
MmCpn inh: M. maripaludis TRiC chaperonin inhibition. Potency, µM (series often up to 76.9 µM), for inactives: top-dose activity, negative = inhibition, most hits filed as inhibitors. AID 504842. 330,000 tested, 0.031% active. purified Mm-Cpn ATPase, ADP Transcreener TR-FRET; further: potency means the concentration at half of the fitted maximal effect; on the % scale 0 is the no-effect control and ±100 the full control effect; nearly all actives have a fitted effect of over 80% in size
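ATPase turnover read by TR-FRET ADP competition (Eu cryptate antibody/ADP-d2, 665/590 nm): 10uM ATP final, 25nM Mm-CPN final, 30 min 37degC after 10-min compound preincubation, pH 7.4 Tris/KCl/MgCl2/DTT buffer.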
EPAC2 ag: EPAC2 (human) agonism. Q8WZA2. EPAC2 activation, biochemical qHTS; response scale: 100% = 6.5 mM cAMP response. Potency, µM (highest dose often 154 µM), for the others: at the highest dose activation, hits mostly activators. 360,000 tested, 0.079% active. AID 720711; further: potency means the concentration at half of the fitted maximal effect; nearly all actives have a fitted effect of over 50% in size
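Compounds were titrated in qHTS against a Rap1B-BODIPY-GDP (250 nM) complex with EPAC2 (100 nM) and GDP (50 uM). BODIPY-GDP release tracked at 480/540 nm over 30 min at room temperature, normalized to 6.5 mM cAMP.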
CCT chaperon mod: changes cytosolic chaperonin activity; purified chaperonin ATPase assay, HTRF ADP detection, 30 min; activity change, % (no concentration beside the values), hits read low; 360,000 tested, 0.3% active; AID 651819; in the data active means activity change below about -30%; further: on the % scale 0 is the no-effect control and ±100 the full control effect
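Enzyme 40 or 20 nM (batch-dependent) in Tris pH 7.4/KCl/MgCl2/DTT; cpd 76 uM single point; ATP 10 uM; 30 min 37 °C; Transcreener ADP HTRF detection, 30 min RT; ratio 665/615.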
EPAC2 antagonist: antagonists of human EPAC2; Q8WZA2; 360,000 tested, 0.18% active; EPAC2 GEF exchange of Rap1B-BODIPY-GDP, fluorescence; Potency, µM (series often up to 114 µM), for the others: top-dose activity, negative = inhibition, hits mostly inhibitors; further: potency means the concentration at half of the fitted maximal effect; on the % scale 0 is the no-effect control and ±100 the full control effect; nearly all actives have a fitted effect of over 45% in size; many of its hits are not listed in these tables
D3 ag: agonists of human D3 dopamine receptor. 410,000 tested, 0.58% active. P35462. max activation, %. D3R DiscoveRx beta-arrestin cells, luminescence, 90 min; in the data active means max activation above about 30%; further: 0% is about no effect; mostly tested at two doses, the higher about 12 µM
Target sequence (P35462 whole entry, looked up): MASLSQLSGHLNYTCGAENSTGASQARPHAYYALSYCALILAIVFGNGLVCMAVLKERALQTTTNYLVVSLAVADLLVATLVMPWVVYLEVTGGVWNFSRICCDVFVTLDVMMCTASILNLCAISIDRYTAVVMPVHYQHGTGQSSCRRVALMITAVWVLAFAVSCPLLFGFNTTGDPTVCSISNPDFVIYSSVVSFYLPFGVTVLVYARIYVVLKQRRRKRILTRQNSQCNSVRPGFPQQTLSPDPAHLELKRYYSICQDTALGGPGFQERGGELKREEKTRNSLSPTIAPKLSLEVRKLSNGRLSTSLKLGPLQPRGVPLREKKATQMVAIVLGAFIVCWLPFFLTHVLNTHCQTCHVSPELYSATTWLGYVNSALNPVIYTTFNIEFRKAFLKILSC
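Agonist-mode cell screen: cells plated at 1500/well and incubated overnight at 37 °C, then exposed to library compounds for 90 min at 37 °C. Detection reagent was added for 30–60 min at room temperature, and luminescence was read.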
DRD3 antagonist: D3 dopamine receptor (human) antagonism. P35462. D3R cells, DiscoveRx beta-arrestin luminescence, antagonist mode; active compounds read low. max response, negative = inhibition, %. 360,000 tested, 2.5% active. AID 652054; in the data active means max response below about -50%; inconclusive means no clear call, values can overlap the other calls; further: on the % scale 0 is the no-effect control and ±100 the full control effect; mostly tested at two doses, the higher about 12 µM
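Cells expressing the human receptor were seeded at 1500 cells/well, incubated overnight at 37 degrees C in 5% CO2, then exposed to library compounds with dopamine controls for 90 minutes at 37 degrees C before luminescent detection.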
Numbers without * were called inactive; i = inactive; u = inconclusive; x = no result given; & = joins results of further samples; [ ] = another dose, or the depositor's remark. Unless noted, the call rests on the fitted dose curve; in most records, active means well fitted curve in the direction sought with a large enough effect; inconclusive means small, poorly fitted or top-dose-only effect, or another doubt; inactive means no such curve, though single readings can be large; an effect the other way counts as inactive or inconclusive. The list is partial; the hit share may differ from the screen's.

structure	PTHR1 ag	Akt phos inh	MmCpn inh	EPAC2 ag	CCT chaperon mod	EPAC2 antagonist	D3 ag	DRD3 antagonist
CC(=O)N1c2ccc(S(=O)(=O)NCC3CCC(C(=O)N(C)Cc4ccccc4)CC3)cc2CC1C (configuration not stated)	-12.5%	i	-0.1%	-4.9%	-1.7	-13.1%	3.9	0.5
CN1CCN(CC#CC(C)(O)C2CC3C=CC2C3)CC1 (configuration not stated)	i	i	-2.0%	2.8%	2.3	7.3%	-14.7	0.0
CCOC(=O)/C=c1/s/c(=C/c2ccccc2OC)c(=O)n1CC(=O)N1CCOCC1	-12.9%	i	x	0.4%	-2.2	-0.9%	5.9	3.7
CC(=O)Nc1ccc(C=C(C(C)=O)C(C)=O)cc1	-41.5%[inhibitor]	i	0.6%	10.9%	-1.2	-1.6%	-14.1	-19.6
COc1ccc(C)cc1S(=O)(=O)Nc1cccc(Cl)c1	i	i	2.5%	-0.6%	-1.0	-7.0%	1.5	-17.0
CCn1c(SCC(=O)NC2CCCc3ccccc32)nnc1-c1cccs1 (configuration not stated)	-44.0%[inhibitor]	i	0.6%	12.2%	-0.2	-0.9%	-6.1	u
O=C(CN1CCCCC1)Nc1ccccc1	-24.6%	i	0.9%	1.2%	-1.5	12.3%	0.0	2.0
CC(=O)Nc1ccc(SCC(=O)N2CCN(S(=O)(=O)c3ccccc3)CC2)cc1	i	i	2.5%	4.1%	0.9	-4.1%	1.1	4.3
COC(=O)c1nn(-c2ccc(OC)cc2)ccc1=O	-13.1%	i	-3.2%	1.7%	-2.1	28.4%	1.8	28.0
CCc1cccc(CC)c1NC(=O)COC(=O)c1cccc(-c2ccc(OC(C)=O)cc2)c1	i	i	-12.0%	7.6%	1.3	7.5%	2.0	13.1
O=C(CSc1nnc(-c2ccccn2)n1Cc1ccco1)Nc1ccc2c(c1)OCO2	i	i	-0.8%	-3.3%	-1.1	-0.4%	1.7	20.8
Cn1c(=O)n(C)c2cc(S(=O)(=O)Nc3ccccc3)ccc21	-11.7%	i	-3.5%	4.8%	0.6	-3.5%	21.4	1.5
CCOc1cc(/C=C2/C(=N)N3C(=NC2=O)SN=C3S(=O)(=O)C(C)C)ccc1OC(=O)c1ccco1	-16.2%	i	-1.3%	3.7%	-0.5	u	-1.2	-4.2
Cc1nn(-c2ccc(F)cc2)c2sc(C(=O)N3CCCCCC3)cc12	-5.7%[57.5 µM]	i	-0.7%	1.5%	-7.1	-4.2%	1.1	0.0
Cc1ccc(SC(C)C(=O)Nc2ccccc2C(=O)N2CCOCC2)cc1 (configuration not stated)	-0.9%[57.5 µM]	i	-0.9%	4.1%	1.8	18.9%	2.5	13.1
CSC1=NCCN1S(=O)(=O)c1ccc2ccccc2c1	i	i	8.5%	14.9%	1.3	-17.8%	4.5	-2.0
CCN1CCN(C(c2cccs2)C(C)NC(=O)C(C)C)CC1 (configuration not stated)	-22.2%	i	0.9%	-1.9%	0.7	-4.6%	-3.2	6.7
Cc1[nH]n(-c2ccccc2)c(=O)c1/C=N/c1nn[nH]n1	i	i	1.1%	1.9%	-0.8	9.5%	-3.9	9.5
O=S(=O)(c1ccc(Cl)c(Cl)c1)c1snnc1-c1ccccc1	-11.1%[57.5 µM]	i	-0.3%	17.0%	-1.4	-11.3%	-0.4	u
O=C(NC(=S)Nc1cccc(C(F)(F)F)c1)c1csnn1	-9.6%	i	-13.4%	-10.4%	-3.2	-8.2%	0.9	-3.3
O=C(O)CC1(CC(=O)Nc2cc(C(F)(F)F)cc(C(F)(F)F)c2)CCCCC1	-43.3%[inhibitor]	i	-1.9%	-2.9%	0.0	-14.4%	24.3	3.6
COc1ccccc1C(CNC(=O)C(C)(C)Oc1ccc(Cl)cc1)N1CCCC1 (configuration not stated)	-11.3%	i	0.9%	12.1%	-2.3	-2.3%	-14.9	-11.8
Cc1cccc(C)c1C(O)c1ncc(-c2cccc(C(F)(F)F)c2)[nH]1 (configuration not stated)	i	i	x	12.1%	-0.4	-0.5%	-2.8	-60.7*
Cc1ccnc(NS(=O)(=O)c2ccc(NC(=O)C34CC5CC(C)(CC(C)(C5)C3)C4)cc2)n1	-9.4%[57.5 µM]	i	1.0%	-6.5%	-3.1	-2.3%	2.5	23.6
Cn1c(=O)c2c(SCc3ccccn3)nc(C3CC3)nc2n(C)c1=O	i	i	0.5%	20.2%	-7.5	3.3%	-8.5	0.0
COCCN(C(=O)CSc1nnc(Nc2ccccc2F)s1)c1c(N)n(Cc2ccccc2)c(=O)[nH]c1=O	i	i	2.6%	4.8%	-5.5	-7.7%	-2.0	u
O=C(NNC(=O)c1cccc2ccccc12)c1cccc(Br)c1	-7.7%	i	x	8.9%	-1.8	11.5%	-8.9	-14.8
Cn1nnc2sc3c(c2c1=O)CCCC3	i	i	-1.7%	-3.4%	1.4	15.4%	-35.5	u
CC(SC1=NCCS1)C(=O)Nc1nnc(-c2ccc(Cl)cc2)s1 (configuration not stated)	-2.3%	i	0.0%	-6.9%	-2.1	5.6%	-3.7	-13.8
CCCOC(=O)C1=C(C)NC(=O)NC1c1ccc(Br)s1 (configuration not stated)	-81.8%[inhibitor]	i	-7.4%	-17.0%	0.3	26.4%	-3.5	6.5

Later entries:
SMILES | PTHR1 ag | Akt phos inh | MmCpn inh | EPAC2 ag | CCT chaperon mod | EPAC2 antagonist | D3 ag | DRD3 antagonist
COc1ccc(/C=N/NC(=O)C2C(=O)NCC2c2ccccc2)c(OC)c1 (configuration not stated) | i | i | 2.8% | -0.2% | -0.5 | 3.5% | -8.4 | -10.7
Cc1ccccc1NC(=O)CCCn1nc(C)c2c(C)n(-c3ccccc3)nc2c1=O | i | i | -0.5% | 2.2% | -1.3 | 2.9% | 4.3 | 3.2
Cc1ccccc1C1NC(=O)c2ccccc2O1 (configuration not stated) | -3.6% | i | -5.2% | 6.8% | -1.4 | -7.1% | 1.7 | -16.3
c1ccc2c(c1)nc(N1CCCCC1)c1ccccc12 | -12.8% | i | -0.6% | 10.6% | 0.2 | -15.0% | 7.3 | 7.2
O=C(O)C1Nc2c(Cl)cc(Cl)cc2C2C=CCC12 (configuration not stated) | -17.3% | i | -1.8% | 0.6% | 0.6 | -2.2% | 1.5 | 0.5
C=CCc1ccc(OCc2ccc(C(=O)Nc3ccc(NC(C)=O)cc3)o2)c(OC)c1 | -21.4%&-32.5% | i | -4.9% | -8.8% | -7.2 | 15.7% | -0.5&5.4 | 0.1
N#Cc1nc(COc2ccccc2)oc1N1CCC(Cc2ccccc2)CC1 | 9.0%[57.5 µM] | i | -0.6% | 4.5% | -2.0 | -7.4% | 0.6 | -12.1
Cc1ccc(C(C)C)c(OCCN2CCc3ccccc3C2)c1 | -36.5%[inhibitor] | i | 2.1% | 5.4% | 0.2 | -5.9% | -33.5 | -67.0*
CCc1ccccc1NC(=S)N1N=CCC1c1ccccc1 (configuration not stated) | -14.5% | i | 1.3% | 13.0% | -2.3 | -4.0% | -0.1 | 10.1
CCOc1ccc(C(C)NC(=O)CN2C(=O)NC3(CCCCC3)C2=O)cc1OCC (configuration not stated) | -28.9% | i | 0.4% | 4.2% | -0.6 | -2.8% | 2.4 | 8.4
Cn1c(=O)c(C(=O)NNC(=O)c2ccc(Br)cc2)c(O)c2ccccc21 | -31.1%[inhibitor] | i | 1.2% | 5.4% | 0.1 | -1.2% | 23.0 | -11.9
Cc1cc2ccccn2c1C(=O)c1nc(NCc2ccco2)ncc1Cl | -19.3% | i | -1.8% | 6.0% | -3.6 | -9.7% | 4.5 | 14.5
COc1ccc(-c2cc(C)no2)cc1S(=O)(=O)NCC(C)c1ccccc1 (configuration not stated) | -16.1% | i | -1.2% | 7.8% | -0.8 | -7.5% | -16.3 | -15.4
Cc1cnc(NC(=O)CN2CCN(c3ccccc3F)CC2)s1 | i | i | -0.2% | 4.1% | 3.0 | 8.9% | -13.6 | 7.8
Cc1ccc(C(=O)Nc2ccc3c(c2)OCO3)cc1NC(=O)c1ccco1 | -22.4% | i | 0.2% | 4.5% | -2.1 | -2.7% | -1.6 | 4.1
Cc1ccccc1OC(=O)Cn1c(C(F)(F)F)nc2ccccc21 | -17.8% | i | 1.1% | -1.5% | 0.8 | -4.4% | 0.2 | 14.6
CC(=O)c1ccc(N2CCN(S(=O)(=O)c3ccc4c(c3)CC(=O)N4C)CC2)cc1 | -6.4% | x | -5.6% | 7.0% | 0.0 | -6.1% | 1.0 | -11.1
O=C(O)CSC1c2ccccc2C(=O)N1Cc1ccccc1 (configuration not stated) | -4.7%[57.5 µM] | i | 0.9% | 8.4% | 0.2 | -4.9% | -8.7 | -20.0
O=C(NNC(=O)c1cccnc1)Nc1ccc(Cl)c(Cl)c1 | i | i | 0.5% | 1.9% | -0.4 | -6.8% | 4.1 | 50.1

Grouped by structure: those above with a CF3 group.
SMILES | PTHR1 ag | Akt phos inh | MmCpn inh | EPAC2 ag | CCT chaperon mod | EPAC2 antagonist | D3 ag | DRD3 antagonist
O=C(NC(=S)Nc1cccc(C(F)(F)F)c1)c1csnn1 | -9.6% | i | -13.4% | -10.4% | -3.2 | -8.2% | 0.9 | -3.3
O=C(O)CC1(CC(=O)Nc2cc(C(F)(F)F)cc(C(F)(F)F)c2)CCCCC1 | -43.3%[inhibitor] | i | -1.9% | -2.9% | 0.0 | -14.4% | 24.3 | 3.6
Cc1cccc(C)c1C(O)c1ncc(-c2cccc(C(F)(F)F)c2)[nH]1 (configuration not stated) | i | i | x | 12.1% | -0.4 | -0.5% | -2.8 | -60.7*
Cc1ccccc1OC(=O)Cn1c(C(F)(F)F)nc2ccccc21 | -17.8% | i | 1.1% | -1.5% | 0.8 | -4.4% | 0.2 | 14.6
